Source: PubChem BioAssay
TbPYK inhibitor: T. brucei pyruvate kinase inhibition | Q57TT1 | TbPYK enzyme, Kinase-Glo Plus ATP luminescence, 45 min | Potency, µM (titrated, usually from 76.8 µM), without a hit: top-dose activity, negative = inhibition, hits mostly inhibitors | 410,000 compounds, 0.12% hits | AID 624173; further: potency means the concentration at half of the fitted maximal effect; nearly all actives have a fitted effect of over 50% in size
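Quantitative HTS: titrated library compounds versus trypanosomal pyruvate kinase in TEA buffer (pH 7.2) containing KCl, MgCl2, BSA and Tween-20. Reactions were initiated with ADP, 130 uM final. Kinase-Glo Plus luminescence was read after 45 min at RT.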
HCV inh: blocks hepatitis C virus. Huh7.5.1 HCVcc-Cre infection, luciferase reporter, 44 h. Potency, µM (top dose mostly 41.8 µM), for the others: at the top dose activity change, negative = inhibition, hits mostly inhibitors. 340,000 compounds, 3.4% hits; further: potency means the concentration at half of the fitted maximal effect
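Cells (1,000/well) were plated 4 h before compound, then infected with HCVcc-Cre virus (~0.5 moi). After 44 h further culture, infection was read as luciferase luminescence following a 15 min substrate incubation at room temperature.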
AMA1-RON2 inh: AMA1-RON2 (P. falciparum) interaction inhibition; AlphaScreen AMA1-biotinylated RON2 peptide binding; Potency, µM (doses to about 58.2 µM), without a hit: at the highest dose activity change, negative = inhibition, usual class: inhibitors; 360,000 compounds, 0.2% hits; AID 720542;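 further: potency means the concentration at half of the fitted maximal effect; 0% = vehicle wells and -100% = peptide control; nearly all actives have a fitted effect of over 45% in size; some results filed as inactive show a strong effect at the top dose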
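AMA1 (3D7) with his tag at 25 nM final met compounds first, then biotinylated RON2 peptide at 25 nM; detection used donor plus acceptor beads, 10 µg/mL apiece, read by AlphaScreen after 30 min at room temperature.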
AmpC inh no detg: inhibitors of E. coli AmpC beta-lactamase without detergent; Potency, µM (top dose mostly 57.1 µM), for inactives: at the highest dose activity change, negative = inhibition, hits mostly inhibitors; AID 485341; P00811; AmpC nitrocefin hydrolysis, absorbance 480 nm, 0.0001% Triton; 330,000 compounds, 0.52% hits;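 further: potency means the concentration at half of the fitted maximal effect; plate controls were no compound for no effect and no enzyme for full effect; nearly all actives have a fitted effect of over 20% in size; some results filed as inactive show a strong effect at the top dose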
Target sequence (P00811 whole entry, looked up): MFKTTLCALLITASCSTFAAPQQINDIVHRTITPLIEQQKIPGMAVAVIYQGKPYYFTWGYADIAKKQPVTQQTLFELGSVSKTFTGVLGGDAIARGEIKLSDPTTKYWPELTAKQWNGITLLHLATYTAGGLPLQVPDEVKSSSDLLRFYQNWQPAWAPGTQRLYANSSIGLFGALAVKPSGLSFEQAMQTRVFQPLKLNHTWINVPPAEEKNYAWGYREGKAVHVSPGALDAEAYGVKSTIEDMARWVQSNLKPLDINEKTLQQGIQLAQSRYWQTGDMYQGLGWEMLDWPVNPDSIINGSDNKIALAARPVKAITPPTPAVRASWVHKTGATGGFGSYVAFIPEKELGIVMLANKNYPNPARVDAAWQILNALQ
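20 mM phosphate pH 7.0 + 0.01% (detergent screen) or 0.0001% Triton X-100; 5.3 nM AmpC reagent; cpd preinc 15 min RT; nitrocefin (800 uM stock) to start; A480 q20 s × 4 min; Activity was normalised to no-enzyme and no-compound control wells.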
HCMV antiviral: blocks human cytomegalovirus replication. activity change, negative = inhibition, % at 57.5 µM. HFF cells, HCMV-luciferase reporter, 72 h; hits give low values. 410,000 compounds, 4.5% hits. AID 1259415; in the data active means activity change below about -60%; inconclusive means no clear call, values can overlap the other calls; inactive means above about -39%
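HFF cells seeded 16 h at 37C, treated with compounds, infected with luciferase-reporter HCMV at MOI 1 PFU/cell; luciferase read at 72 h post infection, normalized to buffer-only and Salinomycin controls.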
AmpC detergent: blocks E. coli AmpC beta-lactamase in detergent assay | P00811 | AmpC hydrolysis of nitrocefin, absorbance 480 nm, 0.01% Triton | Potency, µM (series often up to 114 µM), for the others: at the highest dose activity change, negative = inhibition, usual class: inhibitors | 370,000 compounds, 0.041% hits;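 further: potency means the concentration at half of the fitted maximal effect; 0% = no-compound wells and -100% = no-enzyme wells; nearly all actives have a fitted effect of over 25% in size; some results filed as inactive show a strong effect at the top dose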
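AmpC (5.3 nM in the dispensed reagent) in 20 mM phosphate pH 7.0 with 0.01% (detergent screen) or 0.0001% Triton X-100 was preincubated with compounds for 15 min at room temperature. Nitrocefin was then added from an 800 uM solution, and hydrolysis was followed at 480 nm.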
LmPK inhibitor: LmPK (Leishmania mexicana) enzyme inhibition; Q27686; 290,000 compounds, 0.37% hits; purified LmPK, Kinase-Glo ATP luminescence, 1 h; AID 1721; Potency, µM (top dose mostly 57.5 µM), without a hit: at the highest dose activity change, negative = inhibition, most hits filed as inhibitors; further: potency means the concentration at half of the fitted maximal effect
Target sequence (Q27686 whole entry, looked up): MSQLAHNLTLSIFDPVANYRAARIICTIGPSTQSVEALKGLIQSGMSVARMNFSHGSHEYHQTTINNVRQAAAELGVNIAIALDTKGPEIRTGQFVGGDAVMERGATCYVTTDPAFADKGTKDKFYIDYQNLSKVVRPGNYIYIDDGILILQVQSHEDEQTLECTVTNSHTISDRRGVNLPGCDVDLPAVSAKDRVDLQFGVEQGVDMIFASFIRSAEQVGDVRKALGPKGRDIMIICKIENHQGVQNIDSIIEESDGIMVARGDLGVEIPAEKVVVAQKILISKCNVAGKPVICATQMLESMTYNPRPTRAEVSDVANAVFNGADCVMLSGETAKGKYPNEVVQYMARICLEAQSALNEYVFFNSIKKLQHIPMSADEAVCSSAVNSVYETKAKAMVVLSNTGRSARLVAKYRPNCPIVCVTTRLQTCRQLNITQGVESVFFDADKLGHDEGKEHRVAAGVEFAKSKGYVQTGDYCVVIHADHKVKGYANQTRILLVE
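ATP generated from ADP (0.1 mM) and PEP (0.5 mM) by 0.1 nM LmPK over 1 h at room temperature (pH 7.2 imidazole buffer) was detected by coupled luciferase luminescence. Values were normalized to uninhibited and no-enzyme wells.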
* hit, by the source's call; ? = inconclusive; · = no result given; & = joins results of further samples; [ ] = remark or other dose. Unless noted, the call rests on the fitted dose curve; in most records, active means well fitted curve in the direction sought with a large enough effect; inconclusive means small, poorly fitted or top-dose-only effect, or another doubt; inactive means no such curve, though single readings can be large; an effect the other way counts as inactive or inconclusive. Unless noted, on the % scale 0 is the no-effect control and ±100 the full control effect.

canonical_smiles	TbPYK inhibitor	HCV inh	AMA1-RON2 inh	AmpC inh no detg	HCMV antiviral	AmpC detergent	LmPK inhibitor
COc1ccccc1CC(=O)N(CCC1=CCCCC1)c1c(N)n(Cc2ccccc2)c(=O)[nH]c1=O	-10%	-18%	5%	-1%	-30	?	·
CCOc1ccc(S(=O)(=O)N2CCCCC2)cc1NC(=O)Cc1ccsc1	3%	?	3%[11.6 µM]	-29%	-19	?	·
Cc1cccc(Nc2cc(=O)n(C)c(=O)[nH]2)c1	-9%	14%	-1%	-10%	-2	-8%	4%
COc1ccc(C(CC(=O)N2CCCC2)c2c(O)cc(OC)cc2OC)cc1 (stereo not drawn)	0%	8%	12%	8%	-2	1%	1%
Clc1ccccc1CSc1nnc(-c2ccncc2)o1	4%	-8%	3%	0%	44	-6%	1%
CCC(C)NC(=O)C1CCC(=O)N(c2cc(OC)c(OC)c(OC)c2)C1c1ccc(OC)cc1 (stereo not drawn)	-1%	14%&4%	13%	27%	60	?	-4%
O=C(O)c1cccc(NC(=O)c2cn(-c3ccccc3)nc2-c2ccc(F)cc2)c1	-7%	22%	7%	-31%	-19	-7%	0%
COc1cc2ccccc2ccc1=NO	4%	?	-4%	·	-68*	·	·
Cc1ccc(Nc2nc3c([nH]2)c(=O)n(C)c(=O)n3C)cc1	-6%	?	-5%	-27%	16	-15%	-4%
N#Cc1ccc(COn2nnc3ccccc32)cc1	2%	4%	0%	-19%	-17	3%	1%
O=C(c1ccc(S(=O)(=O)Nc2ccccc2Cl)cc1)N1CCCC1	-3%	7%	6%	-17%	-7	·	·
CCOc1ncccc1C(=O)Nc1ccc(Cl)c(S(=O)(=O)N2CCCC2)c1	0%	?	22%	-1%	?	-3%	9%
Cc1cc(NC(=O)c2ccc(Cl)c(S(=O)(=O)N3CCOCC3)c2)no1	3%	8%	-1%	-25%	-26	-15%	2%
Cn1cnc([N+](=O)[O-])c1SCCO	-25%	18%	-13%	0%	-3	-1%	-10%
Cn1c(=O)c2c(nc(CN3CCN(C(=O)c4ccco4)CC3)n2CC(=O)C(C)(C)C)n(C)c1=O	0%	13%	5%	59%	3	?	5%
CCCC(=O)N1c2ccccc2-c2nnc(SC)nc2OC1c1sccc1C (stereo not drawn)	6%	·	·	·	20	9%	·
CC(NC(=O)c1ccco1)C1COc2ccccc2O1 (stereo not drawn)	0%	5%	-1%	-31%	60	?	-4%
Cc1ccccc1NC(=O)CCN1CCCC1	1%	12%	-1%	-15%	10	-5%	6%
COc1ccc(/C=C/C(=O)NC(CCSC)C(=O)O)cc1 (stereo not drawn)	-3%	7%	43%[activator]	-25%	?	-2%	9%
CCn1cc(C2N3CC4(C)CN2CC(C)(C3)C4=O)c2ccccc21 (stereo not drawn)	5%	0%	2%	59%	-19	-6%	8%

Exported field by field: 2 of the compounds above
> Cn1c(=O)c2c(nc(CN3CCN(C(=O)c4ccco4)CC3)n2CC(=O)C(C)(C)C)n(C)c1=O
  TbPYK inhibitor = 0%
  HCV inh = 13%
  AMA1-RON2 inh = 5%
  AmpC inh no detg = 59%
  HCMV antiviral = 3
  AmpC detergent = ?
  LmPK inhibitor = 5%

> CCCC(=O)N1c2ccccc2-c2nnc(SC)nc2OC1c1sccc1C (stereo not drawn)
  TbPYK inhibitor = 6%
  HCV inh = ·
  AMA1-RON2 inh = ·
  AmpC inh no detg = ·
  HCMV antiviral = 20
  AmpC detergent = 9%
  LmPK inhibitor = ·

Continued.
canonical_smiles	TbPYK inhibitor	HCV inh	AMA1-RON2 inh	AmpC inh no detg	HCMV antiviral	AmpC detergent	LmPK inhibitor
NC(=O)c1ccc(NC(=O)c2ccc(COc3ccc(F)cc3)o2)cc1	-1%	6%	8%	-7%	9	0%	·
COc1ccccc1NC(=S)N(Cc1ccc(C)cc1)Cc1ccccn1	-5%	11%	-12%	71%[activator]	-8	-3%	-1%
O=C(CCC(=O)Nc1ccc(Br)cc1)N/N=C/c1ccc(O)cc1	1%	-23%	8%	-27%	-13	-14%	6%
CCC(C)/C(C)=N/NC(=O)c1ccc(COc2ccc(Cl)c(C)c2)cc1 (stereo not drawn)	2%	?	58%[activator]	-22%	23	4%	2%
Cc1ccccc1C(=O)NC(=S)NC1CCS(=O)(=O)C1 (stereo not drawn)	-8%	12%	6%	-10%	-14	7%	-2%
CC1CCN(C(=O)COC(=O)CNC(=O)c2ccccc2F)CC1	-3%	16%	88%[activator]	-2%	-26	2%	·
CC1CCCC(C)N1C(=O)COC(=O)c1n[nH]c(=O)c2ccccc12 (stereo not drawn)	2%	20%	0%	-23%	1	2%	·
CCCc1nnc(NC(=O)CCC(=O)NC2CCCC2)s1	-6%	13%	-7%	-5%	0	-6%	-10%
Cc1c(CCOC(=O)c2ccc([N+](=O)[O-])cc2)sc[n+]1CC(=O)c1ccccc1	-10%	-18%	-8%	32%	7	-14%	0%
Cc1cccc(NC(=O)C(=O)NCC(c2ccc3c(c2)OCO3)N2CCOCC2)c1C (stereo not drawn)	2%	·	·	·	-24	0%	·
COc1ccc(-c2cc(C(=O)Nc3cc(S(=O)(=O)N4CCOCC4)ccc3N3CCOCC3)c3ccccc3n2)cc1	2%	?	-4%	75%[activator]	-5	2%	-4%
Cc1cc(NC(=O)c2ccc(F)cc2)no1	-6%	-3%	0%	-10%	20	-7%	3%
Cc1ccc(S(=O)(=O)NCC(=O)OCC(=O)N(CCC#N)c2ccccc2)cc1	-5%	-16%	-4%	-7%	-64*	·	·
CC(=O)Nc1cccc(OCC(=O)Nc2ccc(F)cc2)c1	-2%	2%	-9%	-12%	88	-7%	1%
COCCn1c(SCC(=O)Nc2ccc(S(N)(=O)=O)cc2)nc2ccccc21	-29%	2%	-12%	-14%	15	0%	3%
O=C(CSc1nnc2c(n1)[nH]c1ccc(S(=O)(=O)N3CCOCC3)cc12)Nc1ccc(F)c(F)c1	-4%	-8%	23%	11%	36	1%	-12%[11.5 µM]
COP(=O)(OC)c1nc(-c2ccc(C)cc2)oc1N1CCCCC1	-8%	?	-4%	143%[activator]	?	5%	-5%
Cc1ccc(NC(=O)CCS(=O)(=O)c2cccc3nonc23)c(Br)c1	0%	-5%	-17%	-29%	-15	-4%	-6%
COCCNc1ncnc2c1cnn2Cc1ccccc1Cl	2%	?	10%	-3%	50	-3%	-2%
Cn1nc(-c2ccccc2)c(C(=O)Nc2ccc(Cl)cc2)c1Cl	-1%	-8%	2%	-26%	5	-1%	-2%

canonical_smiles	TbPYK inhibitor	HCV inh	AMA1-RON2 inh	AmpC inh no detg	HCMV antiviral	AmpC detergent	LmPK inhibitor
O=C(c1cc2c(s1)CCCC2)N1CCN(S(=O)(=O)c2ccccc2)CC1	1%	-7%	-23%	-26%	-22	-16%	·
Cc1ccc(-c2c(C#N)c(N)n(-c3ccccc3C)c(=O)c2C#N)cc1	2%	·	-3%	·	2	·	·
CSCCC(NC(C)=O)C(=O)Oc1ccc2c3c(c(=O)oc2c1)CCCC3 (stereo not drawn)	4%	-4%	-21%	-22%	?	-2%	0%
CCOC(=O)c1cnc2c(Cl)cc(Cl)cc2c1Nc1ccccc1OC	-4%	·	·	·	5	14%	·
COc1ccc(NC(=O)CCNC(C)=O)cc1NS(=O)(=O)c1ccc(F)cc1	-2%	-1%	6%	-10%	21	-4%	0%
CSCSC1=C(C#N)C(c2ccccc2Cl)C(C(C)=O)=C(C)N1 (stereo not drawn)	-15%	19%	24%	-45%	-19	?	7%
Cc1cc(Br)ccc1NC(=O)C1CSC2(C)CCC(=O)N12 (stereo not drawn)	-13%	6%	0%	-7%	-14	-8%	·
CC(C)C[C@@H](C(=O)NCC1CCCO1)N1C(=O)N2CCc3c([nH]c4ccccc34)[C@@]2(C)C1=O (stereo partly drawn)	3%	-13%	-6%	156%[activator]	-17	-1%	-1%
NC(=O)C1CCN(CC(=O)Nc2ccccc2N2CCOCC2)CC1	2%	14%	-5%	-11%	54	5%	-9%
COc1ccc(C(C(=O)NC2CCCC2)N(CCO)C(=O)Cn2nnc(-c3ccc(C)o3)n2)cc1 (stereo not drawn)	-1%	14%	11%	8%	-28	-1%	-2%
CC1(C)NC(=O)N(CC(=O)Nc2ccc(-n3cnnn3)cc2)C1=O	-5%	9%	9%	-7%	5	·	·
CC#CC(=O)N1CCC(n2nccc2NC(=O)c2ccc3c(c2)OCO3)CC1	-2%	-16%	-7%	-1%	?	-5%	1%
O=C(Cn1c(-c2cncs2)nc2ccccc21)NC1CCCC1	-4%	?	6%	-10%	-16	?	6%
CC(=O)Nc1ccc(S(=O)(=O)N2CCN(C(=O)c3ncoc3-c3cccc(C)c3)CC2)cc1	-1%	-21%	-19%	-6%	?	-2%	-7%
COC(=O)C[C@@H]1C[C@@H]2c3cc(NC(=O)NC4CCCCC4)ccc3O[C@@H]2[C@H](CO)O1	1%	·	0%	·	5	·	·
Cc1c(Cl)cccc1NC(=O)CCCN1C(=O)CCC1=O	2%	9%	1%	21%	-2	-1%	0%
COc1ccc(/C=N\NC(=O)c2ccccc2OC)cc1COc1ccccc1C	2%	?	36%[activator]	-11%	-1	?	0%
Cc1ccc(Cl)cc1NC(=O)NCc1cccnc1	-1%	-2%	16%	-15%	-2	?	7%
COc1nc(-c2ccccc2)nnc1-c1ccccc1	-2%	-9%	-1%	-14%	109	1%	-5%
CCOCC(=O)Nc1cc(Cl)c(OC)cc1OC	·	·	·	-15%	·	7%	-5%

canonical_smiles	TbPYK inhibitor	HCV inh	AMA1-RON2 inh	AmpC inh no detg	HCMV antiviral	AmpC detergent	LmPK inhibitor
CC(C)[C@H](NC(=O)c1ccco1)C(=O)N(C)Cc1c(F)cccc1Cl	1%	19%	9%	4%	2	-2%	-5%
C#CC(=O)N(c1ccc(OC)c(OC)c1)C(C(=O)NC1CCCC1)c1cccs1 (stereo not drawn)	0%	0.32µM*	2%	?	-99*	0%	-6%
CC(=O)N1CCN(CCS(=O)(=O)c2ccc(Br)cc2)CC1	-3%	19%	-2%[11.6 µM]	-17%	-23	0%	·
C/C(=N\N1CCCCCC1)c1c(O)n(C2CCCCC2)c(=O)[nH]c1=O	0%	5%	-12%	-4%	-8	2%	3%
CCOC(=O)C1CCN(S(=O)(=O)c2c[nH]c(=O)[nH]c2=O)CC1	-13%	?	-3%	-13%	-2	-7%	·
Cc1cc(C)c(-c2cc(C(=O)Nc3c(C)n(C)n(-c4ccccc4)c3=O)[nH]n2)c(O)c1	9%	0%&-1%	71%[activator]	?	4	2%	2%
CCCCCCc1ccc(N2C[C@H](CCCCC)[C@@H](CC(=O)NCc3ccccc3)C2=O)cc1	-2%	16%	-5%	-8%	58	?	6%
